Mdm2-MdmX inh: inhibitors of human Mdm2/MdmX interaction; O15151+Q00987; 330,000 tested, 3% active; AID 485346; SaOS-2 split-luciferase Mdm2/MdmX complementation, luminescence; inhibition, % at 8 µM;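 active = inhibition of at least 50% at 8 µM in the primary screen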
Target sequence (O15151 whole entry, looked up): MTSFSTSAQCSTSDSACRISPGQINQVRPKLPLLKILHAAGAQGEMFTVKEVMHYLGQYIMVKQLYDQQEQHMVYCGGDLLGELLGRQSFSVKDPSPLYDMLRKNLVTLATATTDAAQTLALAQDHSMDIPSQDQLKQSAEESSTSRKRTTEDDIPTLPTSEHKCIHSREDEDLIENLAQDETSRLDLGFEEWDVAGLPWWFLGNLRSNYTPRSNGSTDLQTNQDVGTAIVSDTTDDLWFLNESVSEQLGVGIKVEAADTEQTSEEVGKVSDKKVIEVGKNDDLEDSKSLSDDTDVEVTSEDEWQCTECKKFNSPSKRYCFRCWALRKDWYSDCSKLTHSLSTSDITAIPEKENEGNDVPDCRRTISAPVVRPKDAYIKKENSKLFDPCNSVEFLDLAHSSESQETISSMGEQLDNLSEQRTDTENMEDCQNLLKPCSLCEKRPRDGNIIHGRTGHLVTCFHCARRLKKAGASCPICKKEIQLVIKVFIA
Target sequence (Q00987 whole entry, looked up): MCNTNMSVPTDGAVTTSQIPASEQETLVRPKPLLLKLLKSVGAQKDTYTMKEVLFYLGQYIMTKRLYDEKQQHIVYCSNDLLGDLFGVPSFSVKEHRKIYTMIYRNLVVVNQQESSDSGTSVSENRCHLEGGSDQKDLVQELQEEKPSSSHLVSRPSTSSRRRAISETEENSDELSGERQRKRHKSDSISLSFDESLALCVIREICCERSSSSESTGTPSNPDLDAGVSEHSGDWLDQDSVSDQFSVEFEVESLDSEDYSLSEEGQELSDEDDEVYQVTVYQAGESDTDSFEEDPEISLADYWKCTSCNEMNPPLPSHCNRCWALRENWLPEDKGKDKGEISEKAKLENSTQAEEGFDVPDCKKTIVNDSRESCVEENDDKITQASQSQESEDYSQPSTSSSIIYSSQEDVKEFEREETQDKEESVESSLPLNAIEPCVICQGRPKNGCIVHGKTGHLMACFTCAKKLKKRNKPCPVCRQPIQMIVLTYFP
NALP3 yeast inh: inhibitors of NALP3 inflammasome in yeast | AID 2825 | inhibition, % at 10 µM | 330,000 tested, 0.39% active | Yeast reconstituted NLRP3/ASC/caspase-1, beta-gal luminescence, 24 h;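 active = inhibition of 50% or more; inactive = inhibition below 50%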;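 also: plate controls were induced DMSO wells for no effect and uninduced yeast grown without galactose for full effect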
GRIN3A LBD mod: NR3A (human) ligand-binding domain modulation. NR3A LBD differential scanning fluorimetry, Tm shift; 0% = protein alone, 100% = glycine-bound protein. Tm shift relative to glycine control, % at 25 µM. 340,000 tested, 2.5% active;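 active = melting temperature shift of at least 10% of the positive control shift, at one fixed dose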
tim10-1 inh: inhibits growth of tim10-1 mutant yeast. S. cerevisiae tim10-1 ts strain growth, BacTiter-Glo, 24 h. inhibition, % at 20 µM. 330,000 tested, 2.2% active;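 active = inhibition of at least 40%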;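 also: mutant grown at 25 °C; 0% = DMSO wells with yeast and 100% = wells holding no yeast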
TIM10 inh: TIM10 yeast growth inhibition | inhibition, % at 10 µM | S. cerevisiae TIM10 strain growth, BacTiter-Glo luminescence, 24 h | 330,000 tested, 1.4% active;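 active = inhibition of 40% or more at the single tested concentration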;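 also: wild-type TIM10 isogenic control strain grown at permissive 25 °C; 0% = DMSO yeast wells and 100% = minimal medium wells without yeast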
tim23-1 inh: tim23-1 yeast growth inhibition; inhibition, % at 20 µM; S. cerevisiae tim23-1 growth, BacTiter-Glo luminescence, 24 h; 330,000 tested, 1.3% active; AID 463212;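 active = growth inhibition of the mutant yeast at or above 50%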;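 also: temperature-sensitive mutant grown at 25 °C; plate controls were DMSO-treated mutant yeast for no effect and medium wells lacking yeast for full effect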
UPR CHOP act: activators of apoptotic arm of unfolded protein response (CHOP). CHO-CHOP luciferase reporter, UPR activation, luminescence; percent of tunicamycin response over DMSO baseline. activation, % at 10 µM. 330,000 tested, 0.34% active;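 active = at 10 µM dose, activation of 40% or more, normalized to positive control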;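 also: 100% = tunicamycin at 10 µg/mL and 0% = DMSO alone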
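Assay system: CHO cells with stable CHOP pathway luciferase reporter; Buffer or medium: F12 plus 10% serum; Times: 16-18 h cell attachment, then 6 h compound exposure, 37 °C; Signal: luciferase luminescence; Read-out basis: percent activation relative to tunicamycin control; Control set: tunicamycin high control, DMSO low control.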
APJ agonist: activates the human apelin receptor APJ. activation, % at 20 µM. CHO-K1 APJ PathHunter beta-arrestin, luminescence; 0% DMSO wells, 100% apelin. AID 2520. P35414. 330,000 tested, 0.11% active;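 active = activation more than six SD over the plate average, tested at 20 µM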;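 also: 0% = DMSO alone and 100% = apelin-13 at 10 nM; some results filed as inactive read as strong as hits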
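Test system: CHO-K1 APJ beta-arrestin complementation cell line. Amount: cell density 1000 per well. Controls: DMSO negative, 10 nM Apelin-13 positive. Signal: luminescent beta-gal fragment complementation, chemiluminescent substrate. Read-out basis: agonist-driven arrestin binding to APJ. Timing: compound stimulation 90 min at 25 °C, detection 60 min.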
XBP1 UPR activ: adaptive UPR (XBP1) activation; CHO-XBP1 luciferase reporter, IRE1-XBP1 UPR activation, luminescence; percent of tunicamycin response, DMSO as zero; activation, % at 20 µM; 330,000 tested, 0.33% active; AID 463104;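 active = versus positive control, 20 µM dose yields 30% or more activation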;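 also: 100% = tunicamycin at 10 µg/mL and 0% = DMSO only wells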
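Material: CHO-XBP1 cells stably carrying IRE1-XBP1-driven luciferase reporter | Medium: F12 with 10% serum | Compound dosing: 20 µM single concentration, DMSO 1% | Incubation: Overnight seeding at 37 °C, 6 h compound treatment at 37 °C | Detection: Steady-Glo luminescence read | Read-out basis: % activation of reporter signal versus tunicamycin and DMSO controls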
An asterisk follows results filed as active; x = not tested or not shown.

SMILES | Mdm2-MdmX inh | NALP3 yeast inh | GRIN3A LBD mod | tim10-1 inh | TIM10 inh | tim23-1 inh | UPR CHOP act | APJ agonist | XBP1 UPR activ
O=C(Nc1nn[nH]n1)C12CC3CC(CC(C3)C1)C2 | 9.2 | -3.0 | 0.8 | 14.6 | 14.8 | 26.4 | 0.4 | -3.3 | -1.1
O=C(Nc1sc2c(c1C(=O)NC1CCCCC1)CCC2)c1ccco1 | 17.1 | 8.8 | 2.8 | 13.7 | 33.9 | 24.6 | 0.0 | -4.2 | 11.0
CCOc1ccc(NC(=O)Nc2ccc3c(c2)CCC3)cc1 | 0.6 | 13.9 | 5.9 | -0.1 | 9.5 | 2.3 | 1.7 | -6.9 | -4.5
CSC1=NC2(C)CCCCC2C12C=CC(=O)C=C2 (stereo unspecified) | -6.8 | 3.0 | 0.3 | 10.2 | 11.1 | 18.0 | -0.4 | -1.2 | -1.5
CSc1nc(N)nc2c1ncn2CC(=O)NCCCc1ccccc1 | 8.9 | -6.7 | 1.2 | -8.7 | -3.7 | -4.6 | -0.3 | -1.7 | -1.9
N#CCC(=O)Nc1ccc(C(=O)Nc2cccnc2)cc1 | 23.3 | 13.0 | -1.4 | -7.6 | -4.2 | 17.1 | -0.9 | -2.6 | 2.1
CCN(CCNC(=O)CN(C)S(=O)(=O)c1cccc2nsnc12)c1ccccc1 | -25.9 | -1.5 | 3.2 | -15.1 | -1.7 | 1.4 | -1.3 | -1.0 | -0.1
COc1ccc(N2CCN(C(=O)Cn3c(=O)[nH]c4ccccc4c3=O)CC2)cc1 | -9.1 | 16.8 | x | 16.4 | 13.8 | 9.5 | 2.0 | -2.4 | -2.3
CCOC(=O)C(C(=O)NCc1ccc(F)cc1)c1ncc(C(F)(F)F)cc1Cl (stereo unspecified) | 6.5 | 15.8 | -0.4 | -2.3 | -22.3 | -7.5 | -2.1 | -3.4 | -2.4
CCCCc1ccc(NC(=S)Nc2ccc(Nc3ccc(OC)cc3)cc2)cc1 | 36.2 | 35.2 | 11.9* | 45.2* | 19.7 | 33.7 | 2.6 | -2.2 | 7.1
CCOc1ccc(CCNC(=O)C2CCN(S(=O)(=O)N3CC(C)CC(C)C3)CC2)cc1OCC (stereo unspecified) | -21.1 | 7.5 | -1.5 | 7.9 | 15.9 | 19.1 | -0.6 | 0.5 | -5.9
COCCn1nnnc1C(c1ccc(OC)cc1OC)N1CCN(c2ccccc2F)CC1 (stereo unspecified) | 3.5 | 4.5 | -1.1 | 24.0 | 4.1 | 14.0 | -2.6 | -6.3 | -1.6
NC(=O)c1oc2ccccc2c1NC(=O)CN1CCCCC1 | 6.1 | -8.0 | 8.2 | 7.9 | -19.5 | -4.1 | -0.7 | -1.2 | 1.7
Cc1nnc(-c2ccccc2)[nH]c1=O | -30.9 | -14.0 | -1.0 | 0.3 | 0.9 | 0.9 | -1.1 | 0.0 | -2.0
Cc1[nH]n(C(C)(C)C)c(=O)c1Sc1ccccc1 | -14.3 | -10.4 | -2.7 | 21.0 | 17.9 | 19.6 | -2.2 | -1.4 | 1.1
Cn1cc(S(=O)(=O)Nc2ccc3c(c2)OCCO3)cn1 | 28.5 | 7.8 | -2.1 | -4.3 | -8.2 | 2.1 | -5.1 | 0.3 | -6.7
CCCOC(=O)Cn1cnc2scc(-c3ccc(C)cc3)c2c1=O | 29.6 | 33.4 | -0.8 | 27.6 | 1.9 | 36.2 | -0.1 | -1.0 | -2.5
COc1ccccc1N1CCN(C2CCCN(C(=O)CN3CCCC3=O)C2)CC1 (stereo unspecified) | 3.2 | 14.1 | -0.5 | -5.0 | 1.5 | -5.5 | 0.7 | -2.5 | 0.2
CC(=O)c1c(C)[nH]c(C(=O)OCc2ccccc2)c1C | 6.2 | 16.8 | 0.5 | 24.1 | 12.7 | -2.5 | 3.3 | -2.2 | 3.9
NS(=O)(=O)c1ccc(N2CCN(S(=O)(=O)Cc3ccccc3)CC2)nc1 | 11.0 | 13.2 | -0.5 | 4.7 | 3.4 | 8.8 | -1.6 | -5.7 | -1.4
Brc1ccc(OCCOCCOc2cccc3cccnc23)cc1 | -13.4 | 34.5 | 1.8 | 21.8 | 6.7 | 43.2 | 0.0 | -0.6 | -2.0
CCOC(=O)C(CC)Sc1nc2c(c(=O)[nH]c(=O)n2C)n1C/C=C(/C)Cl (stereo unspecified) | 4.1 | 13.7 | 0.4 | 17.3 | -6.0 | 28.7 | -2.0 | -3.7 | -1.2
COc1ccc(C(=O)NCC(=O)N2CCc3ccccc3C2)cc1 | 18.8 | 1.4 | 0.7 | 1.9 | -5.5 | 4.2 | -1.3 | -2.8 | 0.9
O=C(O)C1C2C=CC(C2)C1C(=O)Nc1ccccc1Br (stereo unspecified) | -10.6 | 6.1 | -1.2 | -3.9 | -7.4 | -9.0 | 2.5 | -2.7 | -0.9
O=C(Nc1ccc(Cl)c(Cl)c1)Nc1nccs1 | 18.6 | -72.4 | 36.6* | 16.3 | 27.7 | 12.0 | 2.2 | -1.6 | 3.0
CCC(=O)c1ccc(OCC(=O)NCC2(N3CCCCC3)CCCCC2)cc1 | 7.1 | 9.8 | -0.7 | 3.3 | 10.3 | 12.1 | 2.0 | -3.5 | 2.0
CCCCCCC1CC(CSc2ncn[nH]2)OC1=O (stereo unspecified) | 14.6 | 7.3 | 14.9* | 19.0 | -6.6 | 25.6 | 2.3 | 1.4 | -0.6
CCOC(=O)c1ccc(NC(=O)CSc2nnc(CNC(=O)c3c(F)cccc3Cl)o2)cc1 | 18.5 | 3.5 | -0.8 | 5.0 | -3.6 | 4.6 | 0.7 | 10.1 | -2.1
COc1ccc(C(=O)Nc2ccccc2C(=O)NCc2ccco2)cc1OC | 18.9 | 3.0 | -1.7 | 28.6 | 30.1 | 37.0 | -0.2 | 1.4 | 3.8
COc1ccccc1C(=O)NCCC(=O)NCc1ccccn1 | 7.0 | 11.2 | -2.7 | -13.1 | 3.8 | -6.4 | -1.4 | -1.5 | -2.7
CCSc1ccccc1C(=O)Nc1cccc(OC)c1 | 14.1 | 11.3 | 3.4 | 21.1 | 6.1 | 2.2 | 2.5 | -0.8 | 0.5
Cc1nc2c3cc(Cl)ccc3n(CCN3CCCCC3)c2s1 | 42.8 | -69.7 | 1.8 | 24.9 | 15.6 | 1.9 | -2.5 | -1.6 | -2.2
COCCN(CC(=O)Nc1ccccc1C(F)(F)F)C(=O)/C=C/c1cc(Cl)c2c(c1)OCO2 | 24.1 | 20.4 | -1.6 | -1.3 | -1.5 | 23.4 | 1.8 | 1.8 | -3.5
Cc1noc(C)c1COc1cccc(C(=O)NC(C)(C)C)c1 | 19.5 | 22.5 | 3.8 | 14.9 | -1.8 | -2.2 | -0.7 | -3.8 | 1.9
CCN(CC)S(=O)(=O)c1ccc2[nH]c(=O)cc(C(=O)Nc3ccc(C)c(S(=O)(=O)N(CC)CC)c3)c2c1 | 20.7 | 13.9 | 6.7 | 12.2 | 9.8 | 11.7 | 1.7 | 0.7 | -2.4
CCOc1ccc2cc(C#N)c(SCC(=O)N3CCC(C)CC3)nc2c1 | 28.2 | 9.1 | -9.8 | 35.7 | 59.0* | 52.4* | 0.7 | 4.0 | 2.7
COc1ccc(NCc2nnc(SCC(=O)NNC(=O)c3ccc(C)cc3)n2C)cc1 | 17.6 | 12.0 | 0.8 | 1.5 | 4.6 | -6.7 | 1.2 | -0.5 | -2.7
COc1ccc(-c2nc(O)c3cnccn23)cc1 | -1.6 | 3.0 | 0.6 | 6.4 | -2.6 | -2.8 | 1.8 | -1.0 | -1.0
FC(F)(F)c1cc(-c2ccccc2)nc(-n2cc(Cl)cn2)n1 | 20.7 | -7.5 | 1.7 | -4.6 | 2.7 | 24.3 | 0.6 | -3.4 | 0.8
CCCC(=O)Nn1cnc2c(c1=O)C1(CCCC1)Cc1ccccc1-2 | -31.9 | 14.4 | 1.5 | 45.3* | 25.0 | 35.2 | 0.5 | 3.1 | -1.6
CN(C)S(=O)(=O)c1ccc2c(c1)C(=NNC(N)=O)c1cc(S(=O)(=O)N(C)C)ccc1-2 | 16.2 | 19.8 | 0.3 | 7.3 | 1.0 | -13.0 | 0.5 | -0.4 | -0.1
CCOC(=O)Cc1csc(NC(=O)c2cc(OC)cc(OC)c2)n1 | -13.7 | 28.4 | 2.1 | 5.2 | 11.6 | 8.5 | -0.5 | -1.8 | -0.1
CCNC(=O)/C(=C/c1ccco1)NC(=O)/C=C/c1ccccc1 | -0.1 | 13.0 | 0.6 | -3.5 | 21.2 | -23.8 | -3.6 | -1.9 | -2.6
c1ccc(Nc2nc(-c3ccncc3)cs2)nc1 | -147.8 | 2.7 | -23.7 | -9.3 | 7.7 | 0.3 | -1.9 | -1.9 | -2.3
COc1cc(C(=O)OCC(C)=O)cc(NC(=O)c2ccco2)c1OC | 4.6 | 12.2 | -0.4 | -2.3 | 23.6 | 28.6 | -1.9 | -3.8 | 3.1
COc1ccc(NC(=O)NCCCN2CCCC2=O)c(OC)c1 | 24.9 | -11.3 | -0.9 | 11.9 | 8.4 | -9.6 | -1.0 | -5.5 | -0.2
Cc1ccc(C)c(NS(=O)(=O)c2cc(Br)cnc2N)c1 | 3.9 | 6.4 | -29.2 | 21.8 | 21.2 | 37.7 | -0.1 | 0.2 | -2.7
O=C(NCCc1nnc2ccc(NCc3ccccc3Cl)nn12)c1ccccc1 | 28.3 | 0.8 | -1.1 | -4.4 | -3.3 | -22.5 | -0.6 | -1.7 | -2.0
NC(=O)NOCc1c(Cl)cccc1Cl | 2.3 | -22.0 | -1.0 | -2.9 | 6.1 | 5.3 | -0.3 | -2.6 | 0.2
CC1=C(C(=O)OC(C)C)C(C2CC=CCC2)NC(=O)N1 (stereo unspecified) | 9.5 | -3.3 | 1.4 | -3.5 | 7.8 | 3.1 | -1.6 | -0.1 | -1.1
CCCC(NS(=O)(=O)c1ccc(-c2ccc(=O)[nH]n2)s1)c1cccs1 (stereo unspecified) | -4.6 | 16.9 | 0.4 | 15.2 | -1.9 | 14.5 | 4.3 | 6.9 | -1.5
Cc1cc(=O)oc2cc(OCC(=O)NCCN3CCOCC3)c(Cl)cc12 | 13.7 | 10.6 | -4.5 | 3.1 | -2.6 | -2.0 | 0.3 | -1.7 | 1.7
Cc1ccccc1NS(=O)(=O)c1ccc(C)c(C(=O)N2CCOCC2)c1 | 15.0 | 3.3 | -0.9 | 3.3 | -2.1 | -5.8 | 0.5 | -3.4 | -1.7

Retrieved by structure from the list above:
SMILES | Mdm2-MdmX inh | NALP3 yeast inh | GRIN3A LBD mod | tim10-1 inh | TIM10 inh | tim23-1 inh | UPR CHOP act | APJ agonist | XBP1 UPR activ
NC(=O)NOCc1c(Cl)cccc1Cl | 2.3 | -22.0 | -1.0 | -2.9 | 6.1 | 5.3 | -0.3 | -2.6 | 0.2
CCCC(NS(=O)(=O)c1ccc(-c2ccc(=O)[nH]n2)s1)c1cccs1 (stereo unspecified) | -4.6 | 16.9 | 0.4 | 15.2 | -1.9 | 14.5 | 4.3 | 6.9 | -1.5
Cc1ccccc1NS(=O)(=O)c1ccc(C)c(C(=O)N2CCOCC2)c1 | 15.0 | 3.3 | -0.9 | 3.3 | -2.1 | -5.8 | 0.5 | -3.4 | -1.7
